Screens as filed in PubChem.
TrxR1 substrate = substrates of rat thioredoxin reductase 1. O89049. purified TrxR1 substrate turnover, NADPH consumption readout. Potency, µM (doses to about 114 µM), for inactives: top-dose activity change, negative = substrate turnover. 390,000 compounds, 0.01% hits; also: potency is read from the fitted curve at half-maximal effect; % is scaled to controls: 0 for no effect and ±100 for the full control effect; nearly all actives have a fitted effect of over 50% in size
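Rat TrxR1, dispensed at 90 nM, was prereduced with 400 uM NADPH (final) for 5 min at ~22 deg C, then incubated with compound 15 min before 400 uM selenite. A first-read NADPH fluorescence drop versus no-compound background flagged substrates.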
IDH1 R132H inh = blocks human mutant IDH1 R132H enzyme; AID 602179; 390,000 compounds, 0.093% hits; IDH1-R132H enzyme, NADPH consumption, diaphorase/resazurin fluorescence; Potency, µM (top dose mostly 76.6 µM), inactives show top-dose activity change, negative = inhibition, actives largely listed as inhibitors; O75874; also: potency is read from the fitted curve at half-maximal effect; % is scaled to controls: 0 for no effect and ±100 for the full control effect; nearly all actives have a fitted effect of over 65% in size
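IDH1-R132H (0.5 ug/mL dispensed) in pH 7.5 Tris buffer was preincubated 30 min with compound, then given a substrate mix of 0.016 mM NADPH and 2 mM alpha-KG for 80 min at room temperature; remaining NADPH was read by diaphorase/resazurin fluorescence.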
Vif-A3F inh = inhibitors of Vif-A3F interaction; HeLa A3F-eYFP + Vif (tagged APOBEC3F with the HIV-1 protein that degrades it), YFP fluorescence increase; Potency, µM (series often up to 46.1 µM), for inactives: at the highest dose activity, negative = active; 390,000 compounds, 0.2% hits; AID 602313; also: potency is read from the fitted curve at half-maximal effect; % of control where 0% means no effect; nearly all actives have a fitted effect of over 65% in size
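HeLa cells stably expressing A3F-eYFP plus Vif, plated and incubated overnight at 37 deg C, then exposed to compounds overnight at 37 deg C. Blocked degradation read as raised yellow fluorescence (Ex 488/Em 500-530).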
TrxR1 inh = blocks rat thioredoxin reductase 1; 390,000 compounds, 1% hits; Potency, µM (doses to about 114 µM), for inactives: at the highest dose activity change, negative = inhibition, most hits filed as inhibitors; recombinant rTrxR1, NADPH fluorescence consumption, selenite substrate; AID 588453; O89049; also: potency is read from the fitted curve at half-maximal effect; % is scaled to controls: 0 for no effect and ±100 for the full control effect; nearly all actives have a fitted effect of over 65% in size
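Rat TrxR1 (90 nM in the dispensed reagent) was pre-reduced with 400 uM NADPH for 5 min at room temperature, then incubated with compound for 15 min. After 400 uM selenite was added, NADPH fluorescence (Ex 340/Em 450 nm) was followed for 8 min.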
RGS4 inh = inhibitors of human regulator of G protein signaling 4; P49798; Transcreener GDP fluorescence polarization, RGS4-accelerated GTP hydrolysis; Potency, µM (doses to about 114 µM), for the others: at the highest dose activity change, negative = inhibition, most hits filed as inhibitors; 390,000 compounds, 0.039% hits; also: potency is read from the fitted curve at half-maximal effect; % is scaled to controls: 0 for no effect and ±100 for the full control effect; nearly all actives have a fitted effect of over 75% in size; some results filed as inactive show a strong effect at the top dose
Target sequence (P49798 whole entry, looked up): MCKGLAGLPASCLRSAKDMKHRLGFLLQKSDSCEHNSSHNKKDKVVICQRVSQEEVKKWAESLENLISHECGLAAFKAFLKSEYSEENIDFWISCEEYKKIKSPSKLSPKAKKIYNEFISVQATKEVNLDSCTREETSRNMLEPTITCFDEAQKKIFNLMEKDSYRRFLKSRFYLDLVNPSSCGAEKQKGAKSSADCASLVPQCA
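MLSMR compounds (23 nl, pin-transferred) preincubated 10 min at room temperature with a 500nM (2x) first reagent, then RGS4 at 900nM (2x) plus Transcreener GDP mix added; fluorescence polarization (620/688 nm) read before and after 90 min at 30 °C.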
GRP78 ERSR act = inducers of ER stress response in human glioma cells; 420,000 compounds, 0.02% hits; U87-MG GRP78 promoter luciferase reporter, 16 h; Potency, µM, without a hit: at the highest dose activation, hits mostly activators; also: potency is read from the fitted curve at half-maximal effect; series mostly up to about 76 µM; % of control where 0% means no effect; nearly all actives have a fitted effect of over 35% in size
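Stably transfected U87-MG glioma cells carrying a GRP78-based luciferase sensor; 16 h compound incubation. Luminescence end-point read 10 min after Bright-Glo addition at room temperature.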
USP1-UAF1 inh = blocks the human USP1/UAF1 deubiquitinase complex; O94782; recombinant USP1/UAF1, Ub-Rhodamine cleavage fluorescence; Potency, µM (titrated, usually from 57.1 µM), inactives show top-dose activity change, negative = inhibition, most hits filed as inhibitors; 390,000 compounds, 0.23% hits; AID 743255; also: potency is read from the fitted curve at half-maximal effect; % is scaled to controls: 0 for no effect and ±100 for the full control effect; nearly all actives have a fitted effect of over 60% in size; inactives centre near -12
Target sequence (O94782 whole entry, looked up): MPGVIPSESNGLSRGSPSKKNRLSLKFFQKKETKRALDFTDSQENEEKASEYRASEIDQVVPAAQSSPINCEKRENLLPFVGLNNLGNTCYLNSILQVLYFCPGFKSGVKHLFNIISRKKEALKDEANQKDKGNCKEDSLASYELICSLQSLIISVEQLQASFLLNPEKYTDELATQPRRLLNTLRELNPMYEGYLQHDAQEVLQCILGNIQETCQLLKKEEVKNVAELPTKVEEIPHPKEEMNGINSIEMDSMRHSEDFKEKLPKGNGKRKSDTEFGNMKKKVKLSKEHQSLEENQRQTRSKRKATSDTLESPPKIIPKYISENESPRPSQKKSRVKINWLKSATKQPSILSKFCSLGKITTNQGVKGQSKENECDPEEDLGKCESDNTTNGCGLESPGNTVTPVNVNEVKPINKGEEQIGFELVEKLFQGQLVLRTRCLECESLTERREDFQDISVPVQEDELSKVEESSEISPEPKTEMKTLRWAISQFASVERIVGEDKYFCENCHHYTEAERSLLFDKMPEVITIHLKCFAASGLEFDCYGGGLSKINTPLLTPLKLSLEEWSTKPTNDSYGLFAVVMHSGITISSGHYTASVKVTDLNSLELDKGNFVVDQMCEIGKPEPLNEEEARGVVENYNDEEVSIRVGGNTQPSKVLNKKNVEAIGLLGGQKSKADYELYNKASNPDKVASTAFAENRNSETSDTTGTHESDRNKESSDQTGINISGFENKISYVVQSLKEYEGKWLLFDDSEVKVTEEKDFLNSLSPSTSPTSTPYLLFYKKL
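USP1/UAF1 complex at 1 nM was preincubated with compound for 15 min at room temperature, then Ub-Rho substrate (150nM final) was added. Fluorescence (480/540 nm) was read kinetically, 6 reads every 60 seconds.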
LDHA block = LDHA (human) enzyme inhibition. P00338. purified LDHA, NADH/diaphorase-resazurin fluorescence; stronger effect = lower value. activity change, % (values are at about 110 or 230 µM). 480,000 compounds, 0.15% hits; in the data active = activity change below about -30%; inconclusive = mostly about -25% to -30%;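 also: plate controls were DMSO wells for no effect and wells without enzyme for full effect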
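Human LDH5 at 2 nM final in Tris HCl pH 7.4 with 0.06 mM NADH and 0.2 mM pyruvate, reacted 5 minutes at room temperature. Remaining NADH coupled via diaphorase/resazurin; resorufin fluorescence read at 0 and 20 minutes, normalized to enzyme-free and DMSO wells.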
Vif-APOBEC3G blk = Vif-A3G binding inhibition; Q9HC16; HeLa A3G-eYFP + Vif (tagged APOBEC3G with the HIV-1 protein that degrades it), YFP fluorescence, overnight; Potency, µM (series often up to 46.1 µM), for inactives: at the top dose activity, negative = active, hits mostly inhibitors; 410,000 compounds, 0.076% hits; AID 602310;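 also: potency is read from the fitted curve at half-maximal effect; % is scaled to controls: 0 for no effect and ±100 for the full control effect; nearly all actives have a fitted effect of over 60% in size; hits raise eYFP signal because A3G escapes Vif-driven loss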
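Read-out is eYFP fluorescence (Ex 488/Em 500-530) from Vif-expressing HeLa A3G-eYFP cells; more signal means A3G escaped Vif-mediated degradation. Cells plated overnight, compound pinned in, incubated overnight at 37 deg C.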
Numbers without * were called inactive; ? = inconclusive; / = no result given; & = joins results of further samples; [ ] = dose if it differs, or a comment. Unless noted, calls follow the shape of the dose curve; as a rule, active = well fitted curve in the direction sought with a large enough effect; inconclusive = small, poorly fitted or top-dose-only effect, or another doubt; inactive = no such curve, though single readings can be large; an effect the other way counts as inactive or inconclusive.

SMILES	TrxR1 substrate	IDH1 R132H inh	Vif-A3F inh	TrxR1 inh	RGS4 inh	GRP78 ERSR act	USP1-UAF1 inh	LDHA block	Vif-APOBEC3G blk
Cc1ccccc1C(=O)Nc1ccc(S(=O)(=O)N2CCCC2)cc1	3%[57.1 µM]	3%	-13%	20%[57.1 µM]	32%	-3%	-21%	-5	-3%
Cc1ccc(S(=O)(=O)N2CCC(=O)N(C(CO)Cc3ccccc3)CC2)cc1 (stereo not drawn)	-8%	-3%	-5%	-4%	23%	-3%	9%	-8	1%
Cc1cccc(NC(=O)CCc2c(C)nc3c(c(C)nn3C(C)(C)C)c2C)c1C	1%	6%	6%	2%	-3%	-1%	-12%	-1	0%
COc1ccc(-n2nc(C(=O)N3CCN(Cc4ccc5c(c4)OCO5)CC3)c3ccccc3c2=O)cc1	8%	-8%	1%	17%[57.1 µM]	3%	-2%	-17%	-3	-6%
Brc1ccc2ncnc(Nc3cccc4ccccc34)c2c1	3%	4%	-9%	6%	-1%	0%	-24%	9	-12%
c1nc(N2CCC3(CC2)OCCO3)c2c3c(sc2n1)CCCC3	2%	7%	-4%	-7%[57.1 µM]	-40%	-8%	0%	-3	0%
Cn1cccc1/C=N/n1c(-c2ccc(Cl)cc2Cl)n[nH]c1=S	-6%	-4%	2%	?	?	11%	-11%	-5	-1%
COc1ccc([C@H]2C[C@H](O)[C@@H](n3cc(C4CC4)nn3)CN2C(=O)C2CCCCC2)cc1	/	8%	4%	/	/	-3%	-14%	-4	4%
CNC(=S)NCCN1CCOCC1	-4%	2%	-12%	-12%	0%	-4%	-16%	-12	3%
O=C(CCN1CCc2ccccc2C(c2ccccc2)C1)c1ccc2c(c1)OCCO2 (stereo not drawn)	-12%	1%	2%	1.1µM*	-100%[11.4 µM]	-17%	-21%	2	?

A few values from the entries so far.
Result of Cn1cccc1/C=N/n1c(-c2ccc(Cl)cc2Cl)n[nH]c1=S under LDHA block: -5
Result of CNC(=S)NCCN1CCOCC1 under Vif-A3F inh: -12%
Result of Cc1ccccc1C(=O)Nc1ccc(S(=O)(=O)N2CCCC2)cc1 under Vif-APOBEC3G blk: -3%

Part of the list above, reformatted.
mol,TrxR1 substrate,IDH1 R132H inh,Vif-A3F inh,TrxR1 inh,RGS4 inh,GRP78 ERSR act,USP1-UAF1 inh,LDHA block,Vif-APOBEC3G blk
Cn1cccc1/C=N/n1c(-c2ccc(Cl)cc2Cl)n[nH]c1=S,-6%,-4%,2%,?,?,11%,-11%,-5,-1%
Cc1ccc(S(=O)(=O)N2CCC(=O)N(C(CO)Cc3ccccc3)CC2)cc1 (stereo not drawn),-8%,-3%,-5%,-4%,23%,-3%,9%,-8,1%

(more compounds)
SMILES	TrxR1 substrate	IDH1 R132H inh	Vif-A3F inh	TrxR1 inh	RGS4 inh	GRP78 ERSR act	USP1-UAF1 inh	LDHA block	Vif-APOBEC3G blk
CC1(C)CC(c2nc(-c3ccc(Br)cc3)cs2)CCS1 (stereo not drawn)	14%	-2%	1%	6%	-13%[11.4 µM]	2%	-25%	2	0%
Cc1nn(-c2ccccc2)c(Cl)c1C(=O)OCC(=O)NCCc1ccc(S(N)(=O)=O)cc1	-3%	3%	-9%	-8%	-23%	-5%	-3%	-1	-2%
CCCc1nn2c(=O)cc(COC(=O)c3ccccc3NC(=O)COc3ccccc3)nc2s1	6%[57.1 µM]	-15%	3%	14%[57.1 µM]	-19%	-3%	-7%	2	1%
OC1(c2ccccc2)CCN(Cc2ccccc2)C2CCCCC21 (stereo not drawn)	-8%	-1%	-2%	-2%	1%	-7%	-17%	-7	-4%
CN(CC(=O)N1CCN(c2ccccc2)CC1)C1CCCc2ccccc21 (stereo not drawn)	1%	-2%	7%	15%	-8%	-1%	?	-1	3%
Cc1occc1C(=O)Nc1ccc(S(N)(=O)=O)cc1	-3%	0%	-7%	11%	-110%[56.9 µM]	-3%	-21%	1	-1%
C=CCN1CCN(C(=O)c2ccc(-c3ccccc3)cc2)CC1	-4%	-10%	0%	1%	12%	1%	-13%	-13	-9%
CCOc1ccc(Oc2ccc(Cl)cc2NC(=O)CCNC(C)=O)cc1	-6%	-2%	1%	19%[57.1 µM]	13%	-6%	-1%	-11	2%
CCN(CC)c1nc2c(S(=O)(=O)c3ccc(C)cc3)nnn2c2ccsc12	11%	26%	13%	35%	13%	-3%	-7%	2	-1%
COc1cc(NC(=O)COC(=O)/C=C/c2ccc(Cl)cc2Cl)cc(OC)c1	11%[0.0914 µM]	-1%	-9%	21%	-6%	-2%	-21%	-8	0%
O=C1Nc2ccccc2/C1=N/N=C/c1cccc(O)c1	-3%	-10%	9%	8%	-1%	0%	-16%	-9	0%
CC(C)Cc1ccc(C(C)C(=O)Nc2ccccc2O)cc1 (stereo not drawn)	-7%	0%	-7%	10%	29%	9%	-10%	-4	-6%
O=C1CC(c2ccccc2)N1c1ccccc1 (stereo not drawn)	-8%[0.457 µM]	-5%	-1%	-24%[57.1 µM]	-9%	-2%	5%	-5	1%
CSc1ncccc1C(=O)Nc1nc2c(C)cccc2s1	-2%	-2%	3%	8%	15%	-2%	-3%	-3	0%
O=C(c1ccc2c(=O)n(-c3ccccc3)c(=S)[nH]c2c1)N1CCCCC1	6%[57.1 µM]	2%	-4%	4%[57.1 µM]	-23%	-4%	-14%	-3	1%
CC1CCC(NC(=O)c2cc3c(Cl)nc4ccccc4c3s2)CC1 (stereo not drawn)	5%	-6%	-2%	34%	-11%	-2%	?	7&-8	-2%
CCN(CC(=O)Nc1c(F)cccc1F)C(=O)CSc1nc(C)cc(C)n1	-2%	1%	0%	-11%	-19%	-3%	-6%	0	0%
COC(=O)C(CCSC)NC(=O)/C=C/c1ccc(OC)cc1 (stereo not drawn)	1%	7%	1%	16%	-23%	0%	-16%	2	0%
COc1ccc(Nc2cc3n(c(=O)n2)CCc2cc(OC)c(OC)cc2-3)cc1	48%	5%	17%	6%[57.1 µM]	-8%	0%	-18%	5	0%
COc1cccc(CNC(=O)COCc2cc(-c3ccc4c(c3)OCO4)on2)c1	-9%	0%	6%	-28%	12%	0%	-12%	-5	0%
COCCn1c(-c2ccc(SC)cc2)nc2c1c(=O)[nH]c(=O)n2CC(C)C	375%[activator]	2%	0%	28%	11%	2%	-21%	0&4	-2%
Cc1occc1C(=O)Nc1ccccc1NC(=O)c1ccoc1C	-5%	-4%	/	?	26%	-4%	5%	-18	0%
CCOC(=O)c1[nH]c2c(c1Cc1ccccc1)C(=O)CC(c1ccccc1)C2 (stereo not drawn)	2%	-2%	-1%	17%	-13%	1%	2%	-4&-4	12%
C(=N\n1cnnc1)/c1ccc(N2CCOCC2)s1	-1%	4%	0%	-10%	13%	1%	0%	2	0%
CCSc1nnc(NC(=O)CSc2nnc(C)c(=O)n2N)s1	6%[57.1 µM]	8%	1%	14%[57.1 µM]	-11%	-5%	-16%	-4	0%
CN(Cc1ccccc1)C(=O)c1ncn2c1C(=O)N(C)CC2	/	11%	-5%	/	/	-5%	-20%	2	3%
Cc1ccc(S(=O)(=O)Nc2ccc3ccccc3c2)cc1	-8%[57.1 µM]	3%	-16%	1%[11.4 µM]	-9%	-2%	-16%	7	-23%
CCn1ncc(Br)c1C(=O)Nc1c(C)nn(Cc2c(F)c(F)c(F)c(F)c2F)c1C	-5%	4%	1%	-6%	-11%	-4%	-17%	-2	0%
CCC(C)NS(=O)(=O)c1ccc(NC(C)=O)cc1 (stereo not drawn)	15%	5%	-6%	13%	2%	-3%	-18%	-11	3%
C/C(=N\NC(=O)c1ccc(Cl)cc1)c1cccc(NC(=O)C(C)C)c1	3%[57.1 µM]	3%	-1%	3%[57.1 µM]	-17%	7%	-8%	2	-1%
C=CCn1c(SCCOc2ccc(OC)cc2)nnc1C(CO)NC(=O)c1ccc(OC)cc1 (stereo not drawn)	-6%	9%	-13%	1%	15%	-1%	5%	-14	4%
O=C(COC(=O)C1CC(=O)N(c2nc(-c3ccccc3)cs2)C1)c1ccccc1 (stereo not drawn)	-5%	12%	-10%	-14%	20%	-2%	-18%	4&-8	1%
C=CCOC(=O)C1=C[C@@H](c2ccc3c(c2)OCO3)C[C@@H](OCCCCO)O1	-1%	2%	6%	-7%	-2%	1%	9%	3	0%
COc1cccc(OCc2cc(C(=O)N(C)CCOc3ccc(C)cc3)no2)c1	-2%	0%	-3%	16%	18%	?	-16%	-6	7%
Cc1cc(C)c2nc(N3CCCC(C(=O)NC4CCCC4)C3)sc2c1 (stereo not drawn)	-2%	0%	-5%	15%	-18%[11.4 µM]	5%	-12%	-1	-1%
CCOC(=O)c1c(NC(=O)CN2C(=O)NC3(CCCCC3C)C2=O)sc(C)c1C (stereo not drawn)	-10%	5%	7%	-7%	-28%	-5%	-23%	0	1%
CCC(C)NC(=O)NC(=O)N(C1CCCCC1)S(C)(=O)=O (stereo not drawn)	9%[57.1 µM]	-1%	0%	12%[57.1 µM]	-10%	-4%	-11%	-1	-7%
COc1ccc(/C=C2/CCCC(CN(C)C)C2=O)cc1 (stereo not drawn)	5%[57.1 µM]	2%	?	?	-96%	8%	-22%	0	?
Cc1cccc(C(=O)Nc2ccccc2SCC2CSc3nc4ccccc4c(=O)n32)c1 (stereo not drawn)	5%[57.1 µM]	-1%	3%	2%[57.1 µM]	13%	-2%	-5%	2	0%

An excerpt; count on the stated rates, not on these rows.
